POLH inh: inhibitors of human DNA polymerase eta; Q9Y253; recombinant Pol eta, fluorescent DNA replication assay; 1.2% of 390,000 active; AID 588591; Potency, µM (doses to about 114 µM), without a hit: at the top dose activity change, negative = inhibition, actives largely listed as inhibitors; note: potency is the fitted concentration of half-maximal effect; % is set by controls: 0 for no effect and ±100 for the full control effect
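Pol eta at 10 nM preincubated with compounds 15 min at room temperature; reaction started with fluorescent substrate (50 nM final) and read kinetically at 0 and 10 min.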
POLB inh: DNA polymerase beta (human) inhibition. Pol beta primer extension/strand displacement, fluorescence kinetic. Potency, µM (doses to about 114 µM), for the others: at the top dose activity change, negative = inhibition, actives largely listed as inhibitors. 1.3% of 340,000 active; note: potency is the fitted concentration of half-maximal effect; % is set by controls: 0 for no effect and ±100 for the full control effect
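Reaction started by 50 nM substrate onto compound-treated Pol beta (10 nM, 15 min preincubation, room temperature); plates read at 0 min and 10 min. Normalized concentration-effect data fitted by four-parameter Hill equation.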
LDHA block: LDHA (human) enzyme inhibition; P00338; purified LDHA, NADH/diaphorase-resazurin fluorescence; active compounds read low; activity change, % (values are at about 110 or 230 µM); 0.15% of 480,000 active; AID 1347041; in the data active = activity change below about -30%; inconclusive = mostly about -25% to -30%;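 note: plate controls were DMSO wells for no effect and wells without enzyme for full effect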
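Human LDH5 (2 nM) was incubated with 0.06 mM NADH and 0.2 mM pyruvate for 5 min at room temperature in Tris pH 7.4. Remaining NADH was coupled through diaphorase/resazurin, and resorufin fluorescence was read at 0 and 20 min.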
POLK inh: inhibitors of human DNA polymerase kappa. Q9UBT6. purified Pol kappa, fluorescent DNA synthesis assay, 10 min. Potency, µM (highest dose often 107 µM), for inactives: at the top dose activity, negative = inhibition, hits mostly inhibitors. 0.53% of 400,000 active; note: potency is the fitted concentration of half-maximal effect; % is set by controls: 0 for no effect and ±100 for the full control effect
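First, compounds were pin-transferred onto 10 nM Pol kappa. After 15 min at room temperature, substrate was added to 50 nM final. Fluorescence was then measured kinetically at 0 and 10 min.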
RGS4 inhibitor: human RGS4 inhibition; P49798; Transcreener GDP fluorescence polarization, RGS4-accelerated GTP hydrolysis; Potency, µM (top dose mostly 114 µM), inactives show at the highest dose activity change, negative = inhibition, most hits filed as inhibitors; 0.039% of 390,000 active; AID 504845; note: potency is the fitted concentration of half-maximal effect; % is set by controls: 0 for no effect and ±100 for the full control effect; nearly all actives have a fitted effect of over 75% in size; some results filed as inactive show a strong effect at the top dose
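MLSMR compounds (23 nl, pin-transferred) preincubated 10 min at room temperature with a 500nM (2x) first reagent, then RGS4 at 900nM (2x) plus Transcreener GDP mix added; fluorescence polarization (620/688 nm) read before and after 90 min at 30 °C.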
APEX1 inh: inhibitors of human APE1 endonuclease | recombinant APE1, TAMRA/BHQ-2 abasic DNA cleavage fluorescence | Potency, µM (top dose mostly 65.8 µM), for inactives: at the top dose activity change, negative = inhibition, usual class: inhibitors | 0.35% of 350,000 active;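 note: potency is the fitted concentration of half-maximal effect; plate controls were vehicle for no effect and reference inhibitor for full effect; nearly all actives have a fitted effect of over 55% in size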
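Step 1: APE1 (0.75 nM) with compound, 15 min RT. Step 2: add 50 nM fluorophore/quencher THF duplex. Step 3: three fluorescence reads 60 s apart (525/598 nm); read 3 minus read 1 = reaction progress.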
ERG Ets-DNA blk: blocks human ERG Ets domain binding to DNA; 0.028% of 370,000 active; fluorescence polarization, His-ERG Ets domain / labelled DNA; Potency, µM (titrated, usually from 76.9 µM), for the others: top-dose FP activity, negative = inhibition, most hits filed as inhibitors; AID 624246; P11308; active = well fitted inhibition curve with a large enough effect in the polarisation, with a control signal flat; inconclusive = small, poorly fitted or top-dose-only effect, or effect the other way, or a change in a side signal; inactive = no such curve, though single readings can be large or run the other way; the % refers to the polarisation;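 note: polarization taken with two DNA probes labelled with fluorescein and Texas red; potency is the fitted concentration of half-maximal effect; % of control where 0% means no effect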
Target sequence (P11308 whole entry, looked up, the tested form may be a part): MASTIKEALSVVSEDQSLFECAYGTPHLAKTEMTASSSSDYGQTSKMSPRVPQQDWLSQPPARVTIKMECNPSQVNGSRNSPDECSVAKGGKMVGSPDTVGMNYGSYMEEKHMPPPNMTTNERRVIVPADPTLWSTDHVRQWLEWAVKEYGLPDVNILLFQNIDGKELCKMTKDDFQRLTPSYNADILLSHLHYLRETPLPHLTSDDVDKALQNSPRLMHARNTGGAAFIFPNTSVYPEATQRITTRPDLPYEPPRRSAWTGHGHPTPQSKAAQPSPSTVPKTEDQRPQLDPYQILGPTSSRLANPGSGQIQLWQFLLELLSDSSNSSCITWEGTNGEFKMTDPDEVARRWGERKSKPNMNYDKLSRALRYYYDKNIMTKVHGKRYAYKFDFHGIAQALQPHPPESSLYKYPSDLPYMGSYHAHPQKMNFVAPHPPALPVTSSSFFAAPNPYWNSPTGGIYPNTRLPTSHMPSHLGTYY
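His-tagged ERG Ets domain (1 uM in the protein solution; 300mM KCl, 50mM Tris-HCl, 1mM EDTA, 1mM DTT, pH 7.5) received compound, then a probe mix of 5 nM fluorescein-DNA and 100nM Texas-615-DNA. Fluorescence polarization was read for both dyes.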
ALOX12 inh: blocks human arachidonate 12S-lipoxygenase; 1.1% of 580,000 active; Potency, µM (series often up to 108 µM), for inactives: at the highest dose activity change, negative = inhibition, hits mostly inhibitors; AID 1671190; purified 12hLO, xylenol orange hydroperoxide absorbance; P18054; note: potency is the fitted concentration of half-maximal effect; % is set by controls: 0 for no effect and ±100 for the full control effect
Target sequence (P18054 whole entry, looked up): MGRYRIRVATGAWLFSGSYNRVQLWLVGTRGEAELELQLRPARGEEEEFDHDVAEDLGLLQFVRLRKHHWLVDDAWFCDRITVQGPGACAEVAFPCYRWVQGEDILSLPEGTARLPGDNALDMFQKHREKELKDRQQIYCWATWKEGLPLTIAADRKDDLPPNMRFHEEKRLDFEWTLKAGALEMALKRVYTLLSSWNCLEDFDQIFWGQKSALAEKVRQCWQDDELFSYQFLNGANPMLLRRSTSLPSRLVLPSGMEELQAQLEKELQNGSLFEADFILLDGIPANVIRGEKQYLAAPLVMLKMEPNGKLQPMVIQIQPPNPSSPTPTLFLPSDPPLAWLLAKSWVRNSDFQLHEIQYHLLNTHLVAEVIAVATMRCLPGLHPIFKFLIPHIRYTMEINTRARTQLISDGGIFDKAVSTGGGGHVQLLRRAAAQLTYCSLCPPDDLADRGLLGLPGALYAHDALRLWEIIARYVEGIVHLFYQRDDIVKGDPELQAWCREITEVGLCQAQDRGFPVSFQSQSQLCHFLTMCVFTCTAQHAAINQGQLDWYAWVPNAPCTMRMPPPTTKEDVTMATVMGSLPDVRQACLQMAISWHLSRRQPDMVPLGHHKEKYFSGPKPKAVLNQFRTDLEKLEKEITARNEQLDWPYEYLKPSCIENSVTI
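Hydroperoxide product was detected by ferrous iron/xylenol orange as the 573 to 405 nm absorbance ratio. Arachidonic acid at 40 uM (final) was turned over for 30 min at room temperature by 150 nM human 12hLO, pH 7.0 Hepes buffer, after 15 min compound preincubation.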
Apoferritin bind: candidate novel general anesthetic via apoferritin binding; Potency, µM (top dose mostly 77.5 µM), without a hit: at the highest dose activity change, negative = displacement, actives largely listed as inhibitors; apoferritin/1-aminoanthracene competitive binding, fluorescence; 0.074% of 350,000 active; note: potency is the fitted concentration of half-maximal effect; % is set by controls: 0 for no effect and ±100 for the full control effect; nearly all actives have a fitted effect of over 20% in size
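Apoferritin-based anesthetic binding model; compound displacement of fluorescent 1-AMA measured as endpoint fluorescence after 10 minutes at room temperature, scaled to free-ligand and complex controls.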
Starred values were filed as active, the others as inactive; ? = inconclusive; nt = no result given; & = joins results of further samples; ! = a repeat was not active; [ ] = another dose, or the depositor's remark. Unless noted, calls come from the whole dose curve; as a rule, active = well fitted curve in the direction sought with a large enough effect; inconclusive = small, poorly fitted or top-dose-only effect, or another doubt; inactive = no such curve, though single readings can be large; an effect the other way counts as inactive or inconclusive. The list is partial; rates above refer to the full screens.

nr | Compound | POLH inh | POLB inh | LDHA block | POLK inh | RGS4 inhibitor | APEX1 inh | ERG Ets-DNA blk | ALOX12 inh | Apoferritin bind
1 | CCN(CCCNS(=O)(=O)c1ccc2c(c1)oc(=O)n2C)c1cccc(C)c1 | -15% | 10% | 4 | -9% | ? | 1% | 6% | 14%[57.4 µM] | 3%
2 | O=C(c1cccn2c(=O)c3ccc(Cl)cc3nc12)N1CCC2(CC1)OCCO2 | -18% | 9% | -6 | 1% | -11% | 2% | 4% | 22% | 56%[activator]
3 | CCC1(CC)C(=O)NC(=Nc2cccc(C(F)(F)F)c2)NC1=O | -9% | 15% | -8 | 0% | -4% | 2% | -10% | 0% | -8%
4 | CCOP(=O)(OCC)C(NC(=O)c1cccc(C)c1)C(Cl)(Cl)Cl (stereo not given) | -11% | 13% | -5 | -6% | 4% | -8% | 12% | 0% | 8%
5 | O=C(Nc1ccc2c(c1)OCCO2)c1cccn(Cc2ccccc2)c1=O | -20% | -9% | 1 | 0%[60.1 µM] | ? | nt | -2% | -2% | -5%
6 | CC(=O)Nc1ccc(C=C2C(=O)NC(=O)NC2=O)cc1 | -5% | nt | -6 | -14% | ? | nt | -2% | ? | nt
7 | COc1cc(CN2CC3CC(C2)c2cccc(=O)n2C3)cc(OC)c1OC (stereo not given) | 12% | -1% | -4 | 7% | -5% | 9% | 5% | ? | -6%
8 | COP(=O)(Cc1ccc(C#N)o1)OC | -10% | 1% | -4 | -6% | -9% | ? | 1% | 46%[activator] | -11%
9 | C=CCN1C(=O)NC(=O)/C(=C/c2ccc(OC)c(CSc3ccccn3)c2)C1=O | ? | 5% | -15 | -11% | ? | 9% | -3% | ? | -23%
10 | Cc1ccccc1-c1cncnc1NCCc1cnc[nH]1 | nt | nt | nt | 0%[60.1 µM] | nt | 0% | nt | -5% | -2%
11 | CCOc1ccc(C(C)=O)cc1Cc1c(O)[nH]c(=S)[nH]c1=O | -12% | 11% | 0 | 8% | ? | 6% | 16% | ? | -1%
12 | O=P1(Oc2ccccc2)CC(O)C(O)C(COCc2ccccc2)O1 (stereo not given) | nt | nt | nt | -35% | 19% | 1% | nt | nt | -2%
13 | N#CC1c2ccccc2-n2nncc2CN1S(=O)(=O)c1ccc(Cl)cc1 (stereo not given) | -11% | nt | -6 | -7% | -9% | nt | -8% | ? | nt
14 | Nc1ccc(N2CCN(Cc3ccccc3Cl)CC2)c(Cl)c1 | -11% | -14% | -1 | -7% | -11%[11.4 µM] | -1% | -6% | 1% | -7%
15 | O=C1NC(=O)C(=Cc2ccccc2Oc2ccc(F)cc2)C(=O)N1 | -11% | 7% | -40* | 5% | ? | -1% | -4% | ? | -19%

Fetched by compound from above (five):
nr | Compound | POLH inh | POLB inh | LDHA block | POLK inh | RGS4 inhibitor | APEX1 inh | ERG Ets-DNA blk | ALOX12 inh | Apoferritin bind
9 | C=CCN1C(=O)NC(=O)/C(=C/c2ccc(OC)c(CSc3ccccn3)c2)C1=O | ? | 5% | -15 | -11% | ? | 9% | -3% | ? | -23%
3 | CCC1(CC)C(=O)NC(=Nc2cccc(C(F)(F)F)c2)NC1=O | -9% | 15% | -8 | 0% | -4% | 2% | -10% | 0% | -8%
11 | CCOc1ccc(C(C)=O)cc1Cc1c(O)[nH]c(=S)[nH]c1=O | -12% | 11% | 0 | 8% | ? | 6% | 16% | ? | -1%
14 | Nc1ccc(N2CCN(Cc3ccccc3Cl)CC2)c(Cl)c1 | -11% | -14% | -1 | -7% | -11%[11.4 µM] | -1% | -6% | 1% | -7%
2 | O=C(c1cccn2c(=O)c3ccc(Cl)cc3nc12)N1CCC2(CC1)OCCO2 | -18% | 9% | -6 | 1% | -11% | 2% | 4% | 22% | 56%[activator]

New compounds follow:
nr | Compound | POLH inh | POLB inh | LDHA block | POLK inh | RGS4 inhibitor | APEX1 inh | ERG Ets-DNA blk | ALOX12 inh | Apoferritin bind
16 | CCn1c(O)c(N=Nc2cccc(S(=O)(=O)N3CCOCC3)c2)c(=O)n(CC)c1=S | 1% | 60% | -9 | -8% | 7% | 12% | -6% | -3% | 5%
17 | CNC(=O)Oc1cc2c(cc1C(C)(C)C)CCC2 | -26% | nt | -1 | -13% | -6% | nt | -1% | 7% | nt
18 | N=C1c2ccccc2CN1NC(=O)c1ccc(F)cc1 | -8% | 14% | 0 | -4% | -22% | -3% | nt | 9% | -4%
19 | COc1cc2c(cc1OC)C13CCN4CC5=CCOC6CC(=O)N2C1C6C5C3C4 (stereo not given) (tested in a mixture with another compound) | -9% | nt | -7 | -6% | -2% | nt | 3% | -56% | nt
20 | S=C(N1CCCCCC1)N1CC1 | 7% | nt | -4 | -4% | 16% | nt | -3% | -34% | nt
21 | CC(C)NS(=O)(=O)c1ccc(OCC(=O)N2CCN(Cc3ccc4c(c3)OCO4)CC2)c(Cl)c1 | -13% | ? | 0 | 0% | 5% | 8% | -3% | 21% | -8%
22 | COc1ccc2c(c[n+](C)c3c4cc5c(cc4ccc23)OCO5)c1OC | ? | 28µM* | nt | -7%[60.1 µM] | 6.7µM* | 15%&-4%&-3% | nt | 9.7µM*! | nt
23 | Cc1cccc(Oc2nc3c(C)cccn3c(=O)c2/C=C(\C#N)c2nc3ccccc3s2)c1 | 50µM* | -17% | 6 | -12% | ? | nt | -9% | ? | -6%
24 | CCOc1ccc(S(=O)(=O)N2CCC(C(=O)N3CCOCC3)CC2)cc1C | -15% | 0% | -8 | 3% | -5% | 63%[activator] | -4% | ? | 0%
25 | N#CCCn1cc(C(=O)O)c(-c2cccc([N+](=O)[O-])c2)n1 | -15% | 9% | -6 | -9% | -9% | 14% | 3% | 2% | 1%
26 | COC(=O)C1=C(c2cc3ccccc3s2)C[C@@H]2CC[C@H]1N2C(=O)NC(C)C | -2% | nt | -5 | -6% | 16% | nt | 1% | 9% | nt
27 | Clc1ccc2sc(C3CCNCC3)nc2c1 | -14% | -3% | -4 | -11% | -11% | 27% | 1% | ? | -4%
28 | Cc1c(N=Nc2c(O)n(Cc3ccccc3)c(=O)[nH]c2=O)c(=O)n(-c2ccccc2)n1C | -3% | 9% | 4 | -8% | 19% | 15% | 11% | 3% | -16%
29 | c1ccc(-c2ccc(-c3n(-c4ccccn4)c4ccccc4[n+]3-c3ccccn3)cc2)cc1 | -27% | 8% | 3 | -14% | -7%[56.9 µM] | -9% | -4% | ? | -23%
30 | CN(C)CCN(C(=O)COc1ccc(Cl)cc1)c1nc2cc3c(cc2s1)OCO3 | -3% | 33%[activator] | -1 | -13% | 18% | -3% | 3% | 0% | -5%

(next part)
nr | Compound | POLH inh | POLB inh | LDHA block | POLK inh | RGS4 inhibitor | APEX1 inh | ERG Ets-DNA blk | ALOX12 inh | Apoferritin bind
31 | Cc1ccccc1N1C(=O)CC(=O)N(c2ccccc2C)C1=O | -13% | -6% | -10 | -3% | -38% | -2% | 6% | -18% | -4%
32 | CC(=O)n1cc(C=C2C(=O)NC(=O)NC2=O)c2ccccc21 | 4% | 16% | -5 | 7% | ? | 24% | -19% | ? | -4%
33 | O=C(NC(Oc1ccccc1)C(Cl)(Cl)Cl)c1ccccc1 (stereo not given) | -13% | 17% | -8 | -3% | -29% | -8% | 2% | ? | -15%
34 | CCOC1=C(N2CC2)C(=O)C(OCC)=C(N2CC2)C1=O | 5% | nt | 9 | -8% | 1% | nt | 8% | 1% | nt
35 | COC(=O)[C@@]1(C)CC[C@]2(C)CC[C@@]3(C)C(=CC(=O)C4[C@@]5(C)CC[C@H](O)C(C)(C)[C@@H]5CC[C@]43C)[C@H]2C1 (stereo not given in full) | -5% | 27% | -8 | -20% | 11% | 19% | 1% | 18% | 1%
36 | Oc1ccc(CC2(N3CCCC3)CCCCC2)cc1 | -7% | 41% | -3 | -18% | 1% | 4% | 5% | 14% | -7%
37 | O=C1CN=C(c2ccccc2Cl)c2cc(Cl)ccc2N1Cc1cccc(Cl)c1 | -15% | -3% | -6 | -16%[60.1 µM] | 4% | nt | 5% | -28% | 4%
38 | COc1ncccc1C(=O)NCC(CC(=O)O)c1ccccc1 (stereo not given) | -6% | -12% | -5 | -1% | 39% | 3% | 6% | -26% | -5%
39 | N#CC(=C(O)c1ccc(S(=O)(=O)N(CCCl)CCCl)cc1)c1nc2ccccc2[nH]1 | 6% | nt | 1 | -16% | -13% | nt | 3% | -2% | nt
40 | Cc1cc(-c2n[nH]c(=S)n2-c2ccc(C)c(C)c2)no1 | -12% | 12% | -3 | 3% | -20% | 10% | ? | ? | 1%
41 | COc1cccc(CNCCc2ccc3c(c2)OCO3)c1OC | -2% | 2% | -7 | -4% | 5% | 16% | 2% | -61% | -4%
42 | CN1CCN(Cc2nc3ccccc3n2C)CC1 | -13% | 7% | 1 | -9% | -25% | -15% | -5% | -1% | -11%
43 | CCN1CCN(c2ccc(N)c(C)c2)CC1 | 5% | 0% | 10 | -26% | -3% | 7% | -7% | 380%[activator] | -17%
44 | O=C(Nc1ccon1)c1cccn(Cc2cccc([N+](=O)[O-])c2)c1=O | 2% | 4% | -2 | -15%[60.1 µM] | 3% | nt | -3% | -10% | 29%
45 | O=C1/C(=C\c2ccccc2)C[C@@]2(O)[C@H]3Cc4ccc(O)c5c4[C@@]2(CCN3CC2CC2)[C@H]1O5 | nt | nt | nt | -3%[19.4 µM] | nt | 1% | nt | -5% | -9%
46 | CCOC(=O)CC(SP1(=S)OCC2(CCCCO2)C(C2CCCCO2)O1)C(=O)OCC (stereo not given) | -9% | nt | -4 | -9% | 16% | nt | 7% | -12% | nt
